Screens from PubChem.
Rab7 wt modul = alters GTP binding to wildtype dog Rab7. 190,000 compounds, 0.055% hits. AID 758. GST-Rab7 beads, fluorescent GTP binding, flow cytometry; actives lie on both sides; untreated = 100%, excess cold GTP = 0%. GTP binding activity (percent of control), % at 10 µM;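 active = fluorescent GTP binding to Rab7 beads changed by at least 20 points from the 100% baseline, either direction, mostly lower; inconclusive = compound itself probably fluorescent, or too few beads counted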;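 also: median green fluorescence of bound Bodipy-FL-GTP per Rab7 bead population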
Rab2 wt GTP = changes GTP binding to wildtype dog Rab2A, up or down. P61105. GST-Rab2 wt beads, Bodipy-GTP binding, flow cytometry. GTP binding activity, % at 10 µM. 190,000 compounds, 0.19% hits. AID 760;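 active = GTP binding activity at least 20 points away from 100%, either lowered or raised; inconclusive = signal likely due to the compound's own green fluorescence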;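 also: 0% = beads with excess unlabeled GTP and 100% = no-compound control corrected for plate trend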
Rac1 mut GTP = alters GTP binding to activated mutant human Rac1; P63000; GST-Rac1 activated beads, fluorescent GTP binding, flow cytometry; actives lie on both sides; 100% means binding = to untreated wells; percent activity (GTP binding), % at 10 µM; 190,000 compounds, 0.11% hits;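 active = GTP binding at least 20 percentage points away from the 100% baseline, in either direction, so actives lie on both sides; inconclusive = Compound likely fluorescent itself, or too few beads counted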
Pf gamet viab = inhibitors of late stage P. falciparum gametocyte viability; P. falciparum stage V gametocytes, ATP luminescence, 24 h; inhibition, % at 10.9 µM; 150,000 compounds, 0.065% hits; AID 743093;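 active = inhibition above the mean plus 3 SD of compounds within the control limits, set per campaign, cut at about 38% in these data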;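 also: 0% = DMSO wells and 100% = medium only without gametocytes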
Avidin bead fluor = avidin bead compound fluorescence profile; Avidin beads, compound fluorescence 488/530 nm, flow cytometry; hits give high values; fluorescence (KMESF) at 10 µM; 220,000 compounds, 0.38% hits; AID 1775; in the data active = fluorescence above about 47; also: inactives centre near 10
ABCB1 block = blocks JC-1 efflux by human ABCB1 transporter. CCRF-Adr cells, flow cytometry. inhibition, % at 6.6 µM. 190,000 compounds, 0.067% hits; in the data active = inhibition above about 40%;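 also: 0% = vehicle and 100% = reference inhibitor; higher value means more JC-1 retained so stronger ABCB1 efflux block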
HRas wt GTP bind = changes GTP binding to wildtype human HRas. P01112. GTP binding activity, % at 10 µM. 190,000 compounds, 0.14% hits. GST-Ras wt beads, Bodipy-FL-GTP binding, flow cytometry; actives lie on both sides;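 active = GTP binding activity at least 20% away from the 100% baseline, either lowered as inhibitor or raised as activator; inconclusive = flagged as likely green fluorescent, judged across all proteins in the well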;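 also: 0% = unlabeled GTP competition control and 100% = no-compound control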
Target sequence (P01112 whole entry, looked up): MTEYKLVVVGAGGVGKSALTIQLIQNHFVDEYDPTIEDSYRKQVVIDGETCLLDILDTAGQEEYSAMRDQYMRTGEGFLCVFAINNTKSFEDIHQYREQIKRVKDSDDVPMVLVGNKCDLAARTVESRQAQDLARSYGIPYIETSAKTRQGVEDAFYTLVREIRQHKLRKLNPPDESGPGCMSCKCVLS
ABCG2 inh = blocks JC-1 efflux by human ABCG2 transporter; Q9UNQ0; IgMXP3 cells, flow cytometry; inhibition, % at 6.6 µM; 190,000 compounds, 0.1% hits; AID 1325;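 active = inhibition above 80%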;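 also: 0% = DMSO and 100% = nicardipine control wells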
Target sequence (Q9UNQ0 whole entry, looked up): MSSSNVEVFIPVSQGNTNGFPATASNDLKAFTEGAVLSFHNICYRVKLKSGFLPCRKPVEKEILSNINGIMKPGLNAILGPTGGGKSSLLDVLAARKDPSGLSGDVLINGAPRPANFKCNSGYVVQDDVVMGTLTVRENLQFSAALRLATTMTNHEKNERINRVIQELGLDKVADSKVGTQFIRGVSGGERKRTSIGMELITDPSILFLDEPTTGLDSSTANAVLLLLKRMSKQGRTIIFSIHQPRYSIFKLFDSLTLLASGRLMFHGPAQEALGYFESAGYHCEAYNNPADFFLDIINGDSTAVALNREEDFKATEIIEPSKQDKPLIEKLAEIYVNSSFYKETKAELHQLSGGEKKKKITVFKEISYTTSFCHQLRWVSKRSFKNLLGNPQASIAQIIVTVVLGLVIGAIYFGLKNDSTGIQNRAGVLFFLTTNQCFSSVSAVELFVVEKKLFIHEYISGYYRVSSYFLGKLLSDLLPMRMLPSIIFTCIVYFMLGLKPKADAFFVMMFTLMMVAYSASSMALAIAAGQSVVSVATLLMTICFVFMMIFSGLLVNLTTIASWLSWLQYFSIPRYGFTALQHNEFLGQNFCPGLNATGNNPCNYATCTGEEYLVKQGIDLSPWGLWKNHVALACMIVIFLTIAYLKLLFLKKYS
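material = IgMXP3 (ABCG2) plus far-red-tagged CCRF-Adr (ABCB1) cells | amount = 3 million cells/mL, equal mix of both lines | also added = JC-1 transporter substrate | dosing = one concentration, 6.6 µM final | schedule = 10 min at 25 °C | measured by = flow cytometric JC-1 green MFI at 530 nm | read-out basis = percent efflux inhibition, scaled nicardipine 100% to DMSO 0%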
Cdc42 wt GTP = human Cdc42 wildtype GTP binding change, either direction. P60953. GST-Cdc42 beads, Bodipy-GTP binding, flow cytometry; actives lie on both sides. percent activity (GTP binding), % at 10 µM. 190,000 compounds, 0.2% hits;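 active = percent activity GTP binding at least 20 points away from the 100% baseline, either down as inhibitor or up as activator; inconclusive = compound flagged as likely green fluorescent from well-wide comparison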;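 also: median bead fluorescence of bound Bodipy-FL-GTP at 100 nM; 0% = excess unlabeled GTP control and 100% = no compound control; below 100% means less GTP binding so inhibitor and above means activator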
Target sequence (P60953 whole entry, looked up): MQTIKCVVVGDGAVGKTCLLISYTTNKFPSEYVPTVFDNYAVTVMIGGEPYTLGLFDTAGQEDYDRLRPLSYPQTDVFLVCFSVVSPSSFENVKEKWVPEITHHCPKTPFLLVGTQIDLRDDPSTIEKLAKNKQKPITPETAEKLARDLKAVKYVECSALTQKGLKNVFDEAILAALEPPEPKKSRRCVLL
Rac1 wt modul = human Rac1 wildtype GTP binding, inhibitors and activators. P63000. 190,000 compounds, 0.27% hits. GTP binding activity (% of control), % at 10 µM. GST-Rac1 beads, fluorescent GTP binding, flow cytometry; actives lie on both sides; 0 = cold GTP competed, 100 = untreated;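 active = GTP binding activity at least 20 points away from the 100% control level, either lower or higher; inconclusive = compound flagged as likely green fluorescent, judged across all proteins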
GSH fluor = GSH bead compound fluorescence profile | 190,000 compounds, 0.25% hits | AID 1776 | fluorescence (KMESF) at 10 µM | GSH beads flow cytometry, compound fluorescence 488/530 nm; hits give high values; in the data active = fluorescence above about 89;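 also: glutathione beads carrying GST-tagged Bcl family fusion proteins plus one bare bead set; values are compound well signal with DMSO vehicle wells as background; inactives centre near 16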
The depositor's hits bear a star; u = inconclusive; x = not tested or not shown.

Structure	Avidin bead fluor	Rab7 wt modul	Rab2 wt GTP	Rac1 wt modul	GSH fluor	Rac1 mut GTP	Pf gamet viab	ABCG2 inh	Cdc42 wt GTP	ABCB1 block	HRas wt GTP bind
c1ccc(Nc2nc3ccccc3[nH]2)nc1	5	94	96	97	47	98	11	1	98	0.2	97
Cn1cccc1Cc1nnc(SCC(=O)Nc2ccc(F)cc2F)n1-c1ccc(F)cc1	17	96	103	102	13	96	x	19	100	1.7	100
Cc1cccc(C(=O)N[C@H](C(=O)Nc2nc(C)cs2)C(C)C)c1	15	101	102	106	7	100	5	3	104	0.9	100
C/C(Cn1nc([N+](=O)[O-])cc1C)=N\NC(=O)c1cccc(Br)c1	23	96	98	100	27	98	-10	0	100	-0.1	97
NS(=O)(=O)c1ccc(N/C=C\C(=O)c2cccc3ccccc23)cc1	15	u	u	u	11	u	6	0	u	-0.5	u
O=[N+]([O-])c1ccc(COc2ccccc2/C=N/O)cc1	1	99	100	100	9	101	x	2	101	0.0	99
Cc1ccc(CC(=O)N2CCN(c3ccccc3F)CC2)cc1	23	102	99	106	12	98	0	1	100	0.1	99
CCN(CC)c1ccc(NC(=S)NC(=O)c2ccco2)cc1	12	95	95	100	14	97	-38	4	100	0.7	96
CC1Cn2c(nc(=O)c3c2NCN(CCc2ccccc2)C3)S1 (stereo not given)	4	101	97	97	11	97	19	5	96	0.6	97
CCOC(=O)C(C)Oc1cccc2c(=O)n(CC(=O)Nc3cccc(OC)c3)ccc12 (stereo not given)	7	97	96	96	27	96	x	2	96	0.4	96

Remaining list, next part:
Structure	Avidin bead fluor	Rab7 wt modul	Rab2 wt GTP	Rac1 wt modul	GSH fluor	Rac1 mut GTP	Pf gamet viab	ABCG2 inh	Cdc42 wt GTP	ABCB1 block	HRas wt GTP bind
CC(C)C(=O)Nc1ccc2c(c1)nc1n2CCSC1	10	94	93	100	8	96	6	0	100	0.1	97
Cc1ccc(CN(C)CCc2ccccn2)cc1	19	100	100	101	27	100	4	2	104	0.4	102
COc1ccccc1OCc1ccc(C(=O)N/N=C/c2ccco2)cc1	3	98	99	102	10	98	24	0	98	0.0	99
O=C(NC(Cc1c[nH]c2ccccc12)C(=O)O)c1cccs1 (stereo not given)	8	98	97	99	19	93	-7	0	95	-0.4	95
O=C(O)CSC(NC(=O)c1cccnc1)(C(F)(F)F)C(F)(F)F	10	u	u	u	11	u	x	0	u	0.0	u
CCN(CC)c1nc(C)c2c(c1C#N)CC(C)(C)OC2	36	102	101	101	13	97	3	0	102	0.3	102
CCOCCCNC(=O)C(c1ccccc1)N(Cc1cccs1)C(=O)CNC(=O)c1ccccc1 (stereo not given)	6	98	100	104	21	99	8	-3	101	3.1	99
COc1ccc2c(c1)C(c1ccccc1)=NNC(c1ccco1)=N2	11	99	105	102	23	100	5	3	107	0.8	105
O=C(CSc1nnc2sc3ccccc3n12)N1CCN(c2ccccc2)CC1	10	94	96	93	26	96	x	3	98	0.7	96
O=C(c1cccc(NS(=O)(=O)c2cccc(F)c2)c1)N1CCN(c2ccccc2)CC1	2	97	93	92	7	90	-10	0	93	0.2	94

(cont.)
Structure	Avidin bead fluor	Rab7 wt modul	Rab2 wt GTP	Rac1 wt modul	GSH fluor	Rac1 mut GTP	Pf gamet viab	ABCG2 inh	Cdc42 wt GTP	ABCB1 block	HRas wt GTP bind
Cc1ccc(Nc2nc(N)nc(CN3CCN(Cc4ccc5c(c4)OCO5)CC3)n2)c(C)c1	37	101	102	101	20	100	x	0	99	0.2	102
CCC1CCCCN1C(=S)Nc1ccc(C(C)=O)cc1 (stereo not given)	2	103	100	109	7	103	-4	-2	103	-0.1	105
O=C(COC(=O)CCC(=O)c1cccs1)NCc1ccccc1	16	97	99	99	8	97	8	4	103	-0.2	98
Cc1ccc(Nc2ccc(S(=O)(=O)N3CCOCC3)cc2[N+](=O)[O-])cc1C	11	101	101	103	10	99	x	30	101	2.1	101
CCN(CC)S(=O)(=O)c1ccc(Cl)c(NC(=O)COc2ccc(OC)cc2[N+](=O)[O-])c1	6	92	97	102	10	99	x	0	103	0.2	96
CCOc1ccc(S(=O)(=O)N2CCN(c3ccccc3F)CC2)c2cccnc12	4	94	96	99	23	99	-15	6	99	0.8	99
CC(=O)Nc1c(Nc2ccccc2)c2ccccc2oc1=O	6	u	u	u	12	u	-4	0	u	-0.3	u
CS(=O)(=O)N1CCC(Oc2ccccc2C(=O)N2CCN(CC3CC3)CC2)CC1	6	96	96	96	13	96	15	2	95	0.9	97
COc1ccc(C2C(C(=O)Nc3ccc(OC)c(OC)c3)c3ccccc3C(=O)N2C)cc1 (stereo not given)	8	97	95	100	14	97	-12	1	101	0.6	98
N#Cc1c2c(c(NCc3cccnc3)n3c1nc1ccccc13)CCC2	9	101	103	104	11	97	x	5	104	7.8	101

Going on with the list:
Structure	Avidin bead fluor	Rab7 wt modul	Rab2 wt GTP	Rac1 wt modul	GSH fluor	Rac1 mut GTP	Pf gamet viab	ABCG2 inh	Cdc42 wt GTP	ABCB1 block	HRas wt GTP bind
O=C1CCCC/C1=C/Nc1cccc(C(F)(F)F)c1	6	100	102	100	11	93	x	1	100	0.2	98
Cc1cc(NC(=O)C2CC(=O)OC2c2ccccc2)no1 (stereo not given)	13	100	102	104	29	101	x	6	102	0.3	101
COCCn1c(-c2ccccc2)nc2c(c(=O)c3ccccc3n2C)c1=O	0	100	96	100	6	98	x	1	99	0.8	98
COc1ccc(OC)c(/C=N/NC(=O)CCN2CCN(C(c3ccccc3)c3ccccc3)CC2)c1	23	95	97	102	16	98	-11	52	99	23	98
NNC(=O)CCS(=O)(=O)c1ccc2ccccc2c1	6	99	101	105	20	99	-36	3	102	0.9	101
COc1ccc(-c2nc(C#N)c(N3CCN(c4ccccc4)CC3)o2)cc1	5	u	u	u	22	u	x	-5	u	-3.5	u
Cc1cc(C)n(C(=O)CNc2cccc(Cl)c2C)n1	5	97	91	84	53	90	-2	7	90	0.3	90
CCOc1cc(CNCc2ccncc2)cc(Br)c1OCc1ccccc1F	35	94	96	98	17	96	x	4	98	1.5	96
Cc1ccc(OCC(=O)NC(=S)Nc2cccc(NC(=O)c3ccc(Cl)cc3Cl)c2)cc1	13	99	94	98	22	97	x	2	101	0.1	97
CCCNC(=O)OC[C@H]1O[C@H](CCO/N=C/[C@@H](OC)[C@H](C)/C=C/CC(=O)OC)C=C[C@@H]1Oc1ccc(OC)cc1	10	104	101	108	19	99	x	4	106	2.1	102

Entries from the list above that have a thiophene ring, fused or not:
Structure	Avidin bead fluor	Rab7 wt modul	Rab2 wt GTP	Rac1 wt modul	GSH fluor	Rac1 mut GTP	Pf gamet viab	ABCG2 inh	Cdc42 wt GTP	ABCB1 block	HRas wt GTP bind
O=C(NC(Cc1c[nH]c2ccccc12)C(=O)O)c1cccs1 (stereo not given)	8	98	97	99	19	93	-7	0	95	-0.4	95
CCOCCCNC(=O)C(c1ccccc1)N(Cc1cccs1)C(=O)CNC(=O)c1ccccc1 (stereo not given)	6	98	100	104	21	99	8	-3	101	3.1	99
O=C(COC(=O)CCC(=O)c1cccs1)NCc1ccccc1	16	97	99	99	8	97	8	4	103	-0.2	98

Next records follow.
Structure	Avidin bead fluor	Rab7 wt modul	Rab2 wt GTP	Rac1 wt modul	GSH fluor	Rac1 mut GTP	Pf gamet viab	ABCG2 inh	Cdc42 wt GTP	ABCB1 block	HRas wt GTP bind
O=C(Cc1c(C(=O)O)[nH]c2ccccc12)NCCN1CCN(c2ccccc2F)CC1	9	106	103	111	11	100	-9	0	106	0.2	103
Cc1ccc(-c2nc(N)s[n+]2-c2ccccc2)cc1	1	98	95	99	4	99	20	-3	95	-0.5	97
CCOc1ccc(NC(=O)C(=O)N/N=C\c2ccc(CNS(=O)(=O)c3ccccc3)o2)cc1	6	96	96	105	11	98	8	5	106	0.0	100
CC(NC(=O)/C=C/c1ccco1)c1nc2ccccc2n1Cc1cccc(Cl)c1 (stereo not given)	10	94	93	100	11	97	-16	-2	98	0.2	94
O=C(CSc1nnc(-c2cccnc2)s1)Nc1ccc(C(=O)O)cc1	10	98	97	100	19	97	x	3	100	-0.3	98
COc1ccc(-c2c(C)n([O-])c3c([n+]2=O)CCC3)cc1OC	5	101	101	102	30	99	-14	-2	102	-2.2	101
CC(C)[C@H](NC(=O)c1ccccc1F)C(=O)Nc1nc2c(s1)CCCC2	3	100	98	103	5	100	-3	5	98	2.3	100
Cc1ccc(S(=O)(=O)N2CCOCC2)cc1C(=O)OCC(=O)N1c2ccccc2NC(=O)C1(C)C	10	106	103	110	9	101	x	4	106	1.2	106
Cc1nc2c(cc1C(=O)N/N=C/c1ccc([N+](=O)[O-])cc1)c(=O)n(C)c(=O)n2C	18	100	100	103	15	98	11	11	102	0.8	101
Cc1cc(C)n(-c2c(C)[nH]c3ccccc23)n1	9	100	97	101	14	94	7	3	98	0.9	99

Structures shown so far with a CF3 group, in the order listed:
Structure	Avidin bead fluor	Rab7 wt modul	Rab2 wt GTP	Rac1 wt modul	GSH fluor	Rac1 mut GTP	Pf gamet viab	ABCG2 inh	Cdc42 wt GTP	ABCB1 block	HRas wt GTP bind
O=C(O)CSC(NC(=O)c1cccnc1)(C(F)(F)F)C(F)(F)F	10	u	u	u	11	u	x	0	u	0.0	u
O=C1CCCC/C1=C/Nc1cccc(C(F)(F)F)c1	6	100	102	100	11	93	x	1	100	0.2	98

Following part:
Structure	Avidin bead fluor	Rab7 wt modul	Rab2 wt GTP	Rac1 wt modul	GSH fluor	Rac1 mut GTP	Pf gamet viab	ABCG2 inh	Cdc42 wt GTP	ABCB1 block	HRas wt GTP bind
CCOCCCNC(=O)c1[nH]c(C)c(C(C)=O)c1C	19	96	98	99	35	98	x	7	100	1.0	99
CC(C)C(c1nnnn1C1CCCC1)N1CCOCC1 (stereo not given)	4	95	98	107	30	98	x	0	98	0.5	96
COc1ccc2oc(=N)c(-c3nnc4n3CCCCC4)cc2c1	27	100	100	107	17	102	-19	0	105	0.2	103
COc1cc(OC)c2c(N)c(C#N)c(C(F)(F)C(F)(F)F)nc2c1	13	96	96	92	27	94	14	12	98	1.3	99
CCOc1ccc(C(=O)OCn2nnc3ccccc3c2=O)cc1OC	6	94	98	104	34	97	-2	9	99	2.5	99
